# High-throughput results: PubChem BioAssay, National Center for Advancing Translational Sciences (NCATS)
# aSyn rescue = alpha-synuclein toxicity inhibition in yeast | Yeast expressing alpha-synuclein, growth rescue, BacTiter-Glo, 24 h | Potency, µM (highest dose often 46.1 µM), for the others: top-dose growth rescue (activation), usual class: activators | 0.14% of 370,000 active | AID 652106; note: potency is the fitted concentration of half-maximal effect; % of control where 0% means no effect; nearly all actives have a fitted effect of over 65% in size
#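 Rescue of yeast growth: cells expressing toxic alpha-synuclein, induced in galactose at OD600 0.02, incubated with compound 24 h at 30 C. ATP luminescence quantified growth; inhibitors of toxicity appear as activators.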
# EPAC1 ag = EPAC1 (human) agonism; EPAC1 agonist qHTS, biochemical assay; response scale: 100% = response to 6.5 mM cAMP; Potency, µM (doses to about 154 µM), without a hit: at the highest dose activation, actives largely listed as activators; O95398; 0.073% of 360,000 active; note: potency is the fitted concentration of half-maximal effect; nearly all actives have a fitted effect of over 60% in size
#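 Nucleotide exchange assay: 100 nM EPAC1 with 250 nM Rap1B loaded with BODIPY-GDP and 50 uM GDP, room temperature. Fluorescence (480/540 nm) read every 5 min for 30 min; signal change normalized to 6.5 mM cAMP as full agonist.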
# PI5P4K alpha inh = PI5P4K alpha (human) kinase inhibition | 1.2% of 330,000 active | max response, % | PI5P4Kalpha enzyme, ADP-Glo luminescence, 60 min; hits give low values | P48426; active = max response of -50% or lower; inconclusive = between -30% and -50%; inactive = -30% or higher; note: value at the top dose of about 77 µM; % is set by controls: 0 for no effect and ±100 for the full control effect
# Target sequence (P48426 whole entry, looked up): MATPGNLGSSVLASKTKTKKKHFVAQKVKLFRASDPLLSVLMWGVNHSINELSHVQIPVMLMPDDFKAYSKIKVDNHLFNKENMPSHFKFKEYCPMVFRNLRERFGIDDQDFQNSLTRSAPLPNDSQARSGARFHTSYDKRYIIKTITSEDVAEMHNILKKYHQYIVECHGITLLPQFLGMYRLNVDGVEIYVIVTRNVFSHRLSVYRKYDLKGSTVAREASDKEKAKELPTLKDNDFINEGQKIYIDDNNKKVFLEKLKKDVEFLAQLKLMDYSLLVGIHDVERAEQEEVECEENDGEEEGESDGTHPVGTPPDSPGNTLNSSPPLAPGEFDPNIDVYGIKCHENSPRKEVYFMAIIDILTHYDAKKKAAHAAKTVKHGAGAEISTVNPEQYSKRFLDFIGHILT
#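 Luminescence from ADP-Glo served as readout of PI5P4Kalpha activity in a qHTS format. Reaction: enzyme, substrate, compound, ATP at 5 microM final, 60 min at RT.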
# FUS suppressor = FUS proteinopathy suppression in yeast; S. cerevisiae FUS-expressing, growth rescue, OD600, 24 h; Potency, µM (top dose mostly 76.6 µM), inactives show top-dose growth rescue (activation), most hits filed as activators; 0.24% of 390,000 active;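 note: potency is the fitted concentration of half-maximal effect; plate controls were DMSO vehicle for no effect and reference control for full effect; nearly all actives have a fitted effect of over 55% in size; some results filed as inactive show a strong effect at the top dose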
#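 Read-out: OD at 600 nm after 24hr at 30C, reporting rescue of FUS-induced yeast toxicity. Cells at OD 0.005 in galactose (2%) minimal medium; compounds tested in a dilution series; CP55940 titration from 92uM final as control.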
# EPAC1 antagonist = EPAC1 (human) antagonism; 0.14% of 360,000 active; Potency, µM (doses to about 115 µM), for the others: at the highest dose activity change, negative = inhibition, actives largely listed as inhibitors; EPAC1 GEF assay, Rap1b-BODIPY-GDP exchange fluorescence;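 note: potency is the fitted concentration of half-maximal effect; plate controls were vehicle for no effect and positive control for full effect; nearly all actives have a fitted effect of over 50% in size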
# Abeta rescue = A-beta toxicity reversal in yeast | AID 1347071 | Potency, µM (doses to about 46.1 µM), for inactives: at the top dose growth rescue, actives largely listed as activators | 0.063% of 410,000 active | yeast expressing A-beta42, growth rescue, OD600, 48 h; response scale: 0% DMSO, 100% iron-clioquinol control; note: potency is the fitted concentration of half-maximal effect; nearly all actives have a fitted effect of over 55% in size
#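 Growth rescue measured by 600 nm absorbance after 48 h yeast culture at 30 C with compound. Values normalized between DMSO and an equimolar ferric chloride plus clioquinol control.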
# WRN inhibitor = WRN helicase (human) inhibition. Potency, µM (highest dose often 114 µM), without a hit: at the top dose activity change, negative = inhibition, hits mostly inhibitors. 0.46% of 360,000 active. WRN helicase unwinding, fluorescent forked duplex, kinetic. AID 651768. Q14191; note: potency is the fitted concentration of half-maximal effect; % is set by controls: 0 for no effect and ±100 for the full control effect; nearly all actives have a fitted effect of over 55% in size
#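 Enzyme (20 nM final) and test compound sit together 15 min at room temperature before substrate addition. Substrate is a single-forked duplex oligonucleotide (100 nM) labelled with fluorophore and quencher, with 2 mM ATP; helicase unwinding raises red fluorescence, read kinetically.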
# PLK1 PBD block = blocks phosphopeptide binding to human PLK1 polo-box domain | Plk1 PBD binding of FITC phosphopeptide, fluorescence polarization | Potency, µM, inactives show max response, negative = inhibition, actives largely listed as inhibitors | 2.8% of 360,000 active; note: potency is the fitted concentration of half-maximal effect; series mostly up to about 57 µM; % is set by controls: 0 for no effect and ±100 for the full control effect; nearly all actives have a fitted effect of over 65% in size
# Target sequence (P53350 whole entry, looked up, the tested form may be a part): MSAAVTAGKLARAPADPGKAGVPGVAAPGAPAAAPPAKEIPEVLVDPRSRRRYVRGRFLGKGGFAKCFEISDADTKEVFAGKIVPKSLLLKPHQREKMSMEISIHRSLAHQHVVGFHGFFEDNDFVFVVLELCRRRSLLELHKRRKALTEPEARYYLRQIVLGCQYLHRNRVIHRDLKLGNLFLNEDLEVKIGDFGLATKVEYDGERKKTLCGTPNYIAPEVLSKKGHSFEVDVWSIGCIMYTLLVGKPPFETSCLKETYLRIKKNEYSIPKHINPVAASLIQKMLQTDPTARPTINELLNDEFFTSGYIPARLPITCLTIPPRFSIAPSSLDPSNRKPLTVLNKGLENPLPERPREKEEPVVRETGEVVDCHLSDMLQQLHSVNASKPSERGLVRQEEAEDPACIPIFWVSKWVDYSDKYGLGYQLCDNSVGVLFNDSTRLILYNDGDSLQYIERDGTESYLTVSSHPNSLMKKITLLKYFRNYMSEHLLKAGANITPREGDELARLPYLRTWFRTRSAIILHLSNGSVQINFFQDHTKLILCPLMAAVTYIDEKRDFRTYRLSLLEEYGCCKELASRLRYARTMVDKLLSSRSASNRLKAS
# IL2 activator = activators of IL-2; AID 652025; 0.065% of 360,000 active; activation, % (series mostly up to about 46 µM); IL-2 activation reporter assay, cell-based qHTS; stimulated with anti-CD3/CD4/CD28 beads; in transgenic mouse T cells; in the data active = activation above about 50%; inconclusive = mostly about 30% to 49%; note: 0% is about no effect
#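 Unstimulated transgenic mouse T cells; 60-min compound exposure; bead-based TCR/CD4/CD28 stimulation; 18 h culture, 37 degrees C; dual fluorescence (EGFP, DsRed) plate cytometry.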
# The depositor's hits bear a star; ? = inconclusive; nt = not tested or not shown; [ ] = another dose, or the depositor's remark. Unless noted, calls come from the whole dose curve; as a rule, active = well fitted curve in the direction sought with a large enough effect; inconclusive = small, poorly fitted or top-dose-only effect, or another doubt; inactive = no such curve, though single readings can be large; an effect the other way counts as inactive or inconclusive. Compounds were not picked by outcome. Share with any hit: about 4.1%.
(1) CCN(CC)c1ccc(N=CN2CCOCC2)cc1
(2) C=CCN(c1ccccc1)S(=O)(=O)c1cccc(C(=O)Nc2ncccc2C)c1
(3) CCOC(=O)c1c(NC(=O)c2ccc(Cl)cc2)csc1C
(4) O=C(CCc1nc2ccccc2c(=O)[nH]1)NCCN1C(=O)S/C(=C\c2ccccc2Cl)C1=O
(5) CCOc1ccc(NC(=S)N2c3ccccc3CC2C)cc1 (stereo not drawn)
(6) CSc1ccccc1NC(=O)c1cc(C2CC2)on1
(7) CN1CCN(c2ccccc2/C=C2/C(=O)Nc3ccccc32)CC1
(8) CC(=O)Nc1ccc(-c2csc(NC(=O)Cc3cccc(F)c3)n2)cc1
(9) Nc1nc(NC(=O)c2ccccc2Cl)nn1-c1ccccc1
(10) CN(C)C(=O)c1cccc(-c2cnc3sc(NCc4ccc5c(c4)OCO5)nn23)c1

Compound	1	2	3	4	5	6	7	8	9	10
aSyn rescue	1%	0%	1%	1%	0%	-14%	5%	-6%	0%	-16%
FUS suppressor	18%	19%	nt	17%	15%	-28%	-20%	?	14%	36%
WRN inhibitor	10%	2%	1%	-9%	-5%	-4%	0%	-6%	4%	-13%
PLK1 PBD block	-7%	-3%	3%	-28%	-19%	?	-7%	-15%	2%	-3%
EPAC1 antagonist	-11%	5%	7%	-5%	7%	-11%	-20%	-17%	14%	-15%
IL2 activator	10	-5.1	0.8	1.3	-1.3	-3.4	-0.6	-4.3	-0.4	-0.4
PI5P4K alpha inh	7	-2	16	-1	2	?	2	-14	-2	-17
EPAC1 ag	-7%	-1%	10%	5%	-6%	0%	-3%	-1%	9%	-2%
Abeta rescue	-9%	4%	-3%	-3%	?	-5%	11%	-10%	4%	0%

# One compound at a time, from the list above. Order of screens: aSyn rescue | FUS suppressor | WRN inhibitor | PLK1 PBD block | EPAC1 antagonist | IL2 activator | PI5P4K alpha inh | EPAC1 ag | Abeta rescue
# O=C(CCc1nc2ccccc2c(=O)[nH]1)NCCN1C(=O)S/C(=C\c2ccccc2Cl)C1=O is listed with 1% | 17% | -9% | -28% | -5% | 1.3 | -1 | 5% | -3%
# CCOC(=O)c1c(NC(=O)c2ccc(Cl)cc2)csc1C is listed with 1% | nt | 1% | 3% | 7% | 0.8 | 16 | 10% | -3%

# (next part)
(11) CCOC(=O)N1CCN(c2cc(N3CCOCC3)c(F)cc2[N+](=O)[O-])CC1
(12) CCCn1c(N)c(C(=O)CN2CCN(S(=O)(=O)c3cccs3)CC2)c(=O)[nH]c1=O
(13) Cc1cccc(NC(=O)CCc2nnc3ccc(NCc4ccco4)nn23)n1
(14) COc1ccc(C2(O)CN(c3ccccc3)C3=[N+]2CCS3)cc1OC (stereo not drawn)
(15) CCC(CC)NC(=O)COC(=O)c1cccc(C)c1O
(16) c1cc2c(cc1-n1cnnn1)OCO2
(17) CCCn1c(=N)c(S(=O)(=O)c2ccc(F)cc2)cc2c(=O)n3cccc(C)c3nc21
(18) O=c1c2ccccc2c(C=NC2CCS(=O)(=O)C2)c(O)n1-c1ccccc1 (stereo not drawn)
(19) Cc1ccc(C(=O)OCC(=O)N2CC(C)CC(C)C2)cc1S(=O)(=O)N1CCCCC1 (stereo not drawn)
(20) Cc1cnc(NC(=O)CN2CCN(c3ccccc3F)CC2)s1

Compound	11	12	13	14	15	16	17	18	19	20
aSyn rescue	5%	-7%	1%	3%	0%	-3%	1%	12%	-5%	-1%
FUS suppressor	2%	22%	-8%	16%	-1%	-16%	8%	6%	31%	-17%
WRN inhibitor	-3%	2%	-7%[11.6 µM]	1%	-2%	-6%	2%	-4%	-10%	0%
PLK1 PBD block	-2%	-6%	1%	-1%	-1%	-9%	-10%	-4%	3%	-6%
EPAC1 antagonist	-29%	8%	-25%	14%	-9%	1%	16%	-13%	-15%	0%
IL2 activator	-0.9	-1.7	-0.7	-1.1	-0.6	2.5	-1.5	-2.2	0.3	-0.1
PI5P4K alpha inh	0	-6	-21	-12	-1	5	0	1	-2	3
EPAC1 ag	-2%	10%	-15%	6%	1%	-4%	4%	4%	3%	5%
Abeta rescue	0%	5%	-7%	-9%	26%	6%	1%	12%	-5%	0%

# Records 11 through 14, quoted:
(11) CCOC(=O)N1CCN(c2cc(N3CCOCC3)c(F)cc2[N+](=O)[O-])CC1
(12) CCCn1c(N)c(C(=O)CN2CCN(S(=O)(=O)c3cccs3)CC2)c(=O)[nH]c1=O
(13) Cc1cccc(NC(=O)CCc2nnc3ccc(NCc4ccco4)nn23)n1
(14) COc1ccc(C2(O)CN(c3ccccc3)C3=[N+]2CCS3)cc1OC (stereo not drawn)

Compound	11	12	13	14
aSyn rescue	5%	-7%	1%	3%
FUS suppressor	2%	22%	-8%	16%
WRN inhibitor	-3%	2%	-7%[11.6 µM]	1%
PLK1 PBD block	-2%	-6%	1%	-1%
EPAC1 antagonist	-29%	8%	-25%	14%
IL2 activator	-0.9	-1.7	-0.7	-1.1
PI5P4K alpha inh	0	-6	-21	-12
EPAC1 ag	-2%	10%	-15%	6%
Abeta rescue	0%	5%	-7%	-9%

# Next results:
(21) CCn1c(NC(=O)c2ccccc2)nc2ccccc21
(22) COC(=O)CCC(=O)Nc1ccc(Cl)c(Cl)c1
(23) Cc1ccc(NC(=O)CCN2C(=O)C3CCCCC3C2=O)cc1[N+](=O)[O-] (stereo not drawn)
(24) COC(=O)[C@]12CCCCC=C1N(CCc1ccc(OC)c(OC)c1)C(=O)[C@H](CC(=O)N1CCCC1)C2
(25) CCCCNS(=O)(=O)c1ccc(OC)c(Cl)c1Cl
(26) COC(=O)C1=C(C(=O)OC)[N+]2=C3N(C(=O)NC2(C)C)[C@H](CO)C[C@@]32c3ccccc3N(Cc3ccccc3)[C@@H]12
(27) Cn1ncc2c(=O)n(CC(=O)NC34CC5CC(CC(C5)C3)C4)cnc21
(28) CN(C)c1ccc(/C=N/NC(=O)c2sccc2-n2cccc2)cc1
(29) O=C(Nc1ccccc1[N+](=O)[O-])c1cncc(Br)c1
(30) COc1cccc(C2/C(=C(/O)c3ccc(C)cc3)C(=O)C(=O)N2Cc2ccco2)c1 (stereo not drawn)

Compound	21	22	23	24	25	26	27	28	29	30
aSyn rescue	3%	-14%	3%	0%	nt	-1%	-5%	-4%	-6%	-1%
FUS suppressor	0%	-18%	1%	20%	-12%	?	-2%	22%	6%	1%
WRN inhibitor	-2%	-12%	-4%	-5%	7%	0%	4%	-1%	1%	6%
PLK1 PBD block	2%	-8%	3%	-2%	-5%	-11%	0%	-14%	30µM*	-2%
EPAC1 antagonist	10%	5%	-4%	8%	12%	4%	-12%	-9%	-1%	13%
IL2 activator	0.2	-2.1	0.5	1.2	-0.8	-0.6	-0.4	-0.2	0.2	0.8
PI5P4K alpha inh	9	nt	-3	4	2	8	1	1	0	2
EPAC1 ag	2%	10%	2%	3%	-1%	-15%	-2%	6%	15%	-1%
Abeta rescue	-44%[inhibitor]	26%	0%	-4%	-12%	-12%	-2%	-5%	0%	-7%

(31) C/C(=C\c1ccccc1)C(=O)NCCN1CCOCC1
(32) CO/N=C/c1ccc(N2CCN(C(=O)c3ccc(F)cc3)CC2)c([N+](=O)[O-])c1
(33) COC(=O)C[C@@H]1OC[C@H](C(C)C)N1S(=O)(=O)c1ccc(C)cc1
(34) COc1ccc(CN2CCC(=O)N(CCO)CC2)cc1OC
(35) O=C(COC(=O)/C=C/c1ccco1)Nc1ncc(Cl)cc1Cl
(36) O=C(CSc1ncnc2c1oc1ccccc12)NC1CCCCC1
(37) Cc1nn(C(C)C(=O)NCC2CCCO2)c(=O)c2c1sc1ccccc12 (stereo not drawn)
(38) COC(=O)/C=C/c1cnc[nH]1
(39) CCCCn1cnc2c(cnn2-c2ccc(Cl)cc2)c1=O
(40) CCNC(=S)N(Cc1ccco1)Cc1cc2cc(OCC)ccc2[nH]c1=O
(41) CC1(C)CC(=O)C(C(C2=C(O)CC(C)(C)CC2=O)c2ccc(O)c([N+](=O)[O-])c2)=C(O)C1
(42) CNc1nc(C)c(C#N)c(-c2ccccc2)c1C(C)=O

Compound	31	32	33	34	35	36	37	38	39	40	41	42
aSyn rescue	-3%	18%	0%	2%	5%	3%	0%	-5%	-2%	4%	-24%	5%
FUS suppressor	-6%	40%	-4%	-16%	-13%	-22%	0%	-15%	-12%	-13%	7%	-8%
WRN inhibitor	17%	-3%	-7%	8%	-18%[57.1 µM]	1%	5%	1%	-15%	-4%	?	-5%
PLK1 PBD block	2%	-6%	-8%	-26%	-14%	1%	-14%	-19%	-5%	-2%	4.7µM*	-2%
EPAC1 antagonist	5%	-14%	-7%	0%	-2%	12%	-8%	-16%	5%	-18%	-29%	-7%
IL2 activator	-0.9	4.3	-0.5	-3.1	0.8	-3.9	-2.1	-0.6	0.8	0.5	-0.6	-0.2
PI5P4K alpha inh	-7	nt	0	0	-20	3	-5	-4	4	-7	-68*	3
EPAC1 ag	-10%	13%	2%	-15%	-4%	-5%	-18%	-1%	0%	1%	12%	2%
Abeta rescue	2%	-1%	3%	0%	-4%	1%	-8%	-10%	1%	-2%	-5%	-8%
